Bioassay records deposited in PubChem BioAssay by several laboratories.
SR-BI DiI-HDL act: enhances SR-BI lipid uptake from DiI-HDL; CHO ldlA[mSR-BI] cells, DiI-HDL uptake fluorescence, 3 h; 100 = double the neutral-control signal; activation, % at 12.5 µM; 0.096% of 320,000 active; AID 504775;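 active means mean replicate activation of at least 60% and every replicate at or above 60%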;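 further: 0% = median plate neutral-control signal and 100% = twice that signal; values of inactives mirror those of a sister screen read the other way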
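System: CHO ldlA[mSR-BI] cells / Medium: HEPES-buffered (25 mM, pH 7.4) F12 plus 0.5% BSA / Probe or stimulus: labelled HDL, 10 µg/mL / Doses: single compound concentration, delivered by pin transfer / Schedule: 3 h, 37 °C / Measured by: DiI fluorescence, bottom read / Measure: cell-associated DiI fluorescence as measure of HDL uptake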
Arrestin-AP2 inh: blocks beta-arrestin peptide binding to AP2 adaptin; FITC-arrestin peptide / GST-AP2 beads, flow cytometry; AP2 beta2 appendage carries R879A mutation; inhibition, % at 10 µM; 0.31% of 340,000 active; AID 504490;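 active means inhibition above a set limit, near 3 SD of compounds lacking own fluorescence, cut at about 54% in these data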;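 further: plate controls were DMSO wells for no effect and 5 µM unlabelled arrestin peptide for full effect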
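Assay system: GST-AP2 R879A bound to glutathione beads, E. coli-expressed; Medium: PBS with 0.05% Tween 20 and 0.1% BSA; Also added: fluorescein-tagged arrestin peptide at 50 nM final; Timing: 12 min plus 1 h, RT; Measured by: flow cytometry, FL1 (488/535 nm); Evaluation: percent drop in bead-associated FITC signal.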
PKA-R2B activ: activators of human PKA-R2B complex; P22694+P31323; activation, % at 11.4 µM; 0.079% of 340,000 active; PKA-R2B holoenzyme dissociation, Cy5-IP20 fluorescence polarization; R2B truncated from residue 108, S112A mutant; 0% DMSO only, 100% 113 µM cGMP;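 active means activation above a cutoff set at the mean over all compounds plus 3 SD, cut at about 18% in these data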;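 further: higher means more holoenzyme dissociation and a rise in polarization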
Target sequence (P31323 whole entry, looked up, other chains not shown, the tested form may be a part): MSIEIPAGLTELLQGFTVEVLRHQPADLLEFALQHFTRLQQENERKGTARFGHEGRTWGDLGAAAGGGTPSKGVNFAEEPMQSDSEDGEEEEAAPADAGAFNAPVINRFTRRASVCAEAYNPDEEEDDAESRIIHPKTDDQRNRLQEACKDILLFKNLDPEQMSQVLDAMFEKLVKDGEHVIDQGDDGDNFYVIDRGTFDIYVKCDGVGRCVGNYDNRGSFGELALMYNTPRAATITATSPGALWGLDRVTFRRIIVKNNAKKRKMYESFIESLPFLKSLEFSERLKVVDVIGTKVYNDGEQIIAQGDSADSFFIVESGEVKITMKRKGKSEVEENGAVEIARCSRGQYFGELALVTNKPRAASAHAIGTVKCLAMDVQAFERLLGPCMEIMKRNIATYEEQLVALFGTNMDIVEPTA
DAGLB inh: blocks human DAGLB lipase activity; 0.059% of 340,000 active; inhibition, % at 5.17 µM; HEK293T DAGLB membrane lysate, EnzChek fluorogenic substrate; in the data active means inhibition above about 34%;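 further: 0% = enzyme with vehicle and 100% = wells lacking enzyme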
NSD2 inh: NSD2 (human) methyltransferase inhibition. NSD2 peptide methylation, AlphaScreen, 120 min. inhibition, % at 12.5 µM. 0.54% of 310,000 active; in the data active means inhibition above about 50%
PvdQ acylase: blocks Pseudomonas aeruginosa PvdQ acylase activity; 0.063% of 340,000 active; AID 488965; inhibition, % at 10 µM; purified PvdQ acylase, fluorescence plate reader; in the data active means inhibition above about 30%, passing the limit was not always enough;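 further: 0% = vehicle neutral wells and 100% = reference inhibitor wells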
LANA DNA inh: blocks KSHV LANA C-terminal domain binding to DNA | 0.078% of 340,000 active | AID 504423 | inhibition, % at 9 µM | MBP-C-LANA/FAM-LBS DNA binding, fluorescence polarization;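 active means highest replicate inhibition at or above 60% at 9 µM, even if other replicates fall short; inactive means all replicates below 60% inhibition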;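 further: 0% = neutral control wells and 100% = 4 µM acridine orange control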
SR-BI DiI inh: mouse SR-BI HDL lipid transfer inhibition; Q61009; ldlA[mSR-BI] CHO cells, DiI-HDL uptake fluorescence, 3 h; inhibition, % at 12.5 µM; 0.96% of 320,000 active; AID 488896;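 active means mean replicate inhibition of at least 70% and a set share of replicates each scoring 70 or more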;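 further: 0% = median of neutral control wells and 100% = median of positive control wells; values of inactives mirror those of a sister screen read the other way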
Target sequence (Q61009 whole entry, looked up): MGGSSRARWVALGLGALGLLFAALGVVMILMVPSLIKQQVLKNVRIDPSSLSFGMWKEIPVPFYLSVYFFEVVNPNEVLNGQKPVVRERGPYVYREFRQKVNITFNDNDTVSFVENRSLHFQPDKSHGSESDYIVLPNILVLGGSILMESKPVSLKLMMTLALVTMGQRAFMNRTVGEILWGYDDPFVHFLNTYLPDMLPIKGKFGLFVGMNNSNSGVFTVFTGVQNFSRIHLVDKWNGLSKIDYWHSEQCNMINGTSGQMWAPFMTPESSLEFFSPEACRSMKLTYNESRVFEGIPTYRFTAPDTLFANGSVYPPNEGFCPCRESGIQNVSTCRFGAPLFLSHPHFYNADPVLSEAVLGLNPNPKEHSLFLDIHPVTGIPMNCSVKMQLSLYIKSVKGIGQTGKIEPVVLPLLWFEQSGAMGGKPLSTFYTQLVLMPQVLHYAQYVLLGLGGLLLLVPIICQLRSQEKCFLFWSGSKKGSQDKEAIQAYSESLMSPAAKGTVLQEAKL
RTF Ca sens inh: cardiac RTF calcium desensitization; P19429+P45379; IANBD-labeled cardiac RTF, Ca2+ fluorescence; inhibition, % at 7.15 µM; 0.12% of 340,000 active; AID 493244;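 active means inhibition above the mean inhibition of all tested compounds plus 3 SD, cut at about 17% in these data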;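 further: assay run at fixed EC70 calcium of 1.6 mM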
Keap1-Nrf2 PPI: inhibitors of human Keap1-Nrf2 protein-protein interaction. Q14145. Keap1 Kelch-Nrf2 peptide fluorescence polarization, 1536-well. inhibition, % at 9.4 µM. 0.15% of 340,000 active. AID 504523; in the data active means inhibition above about 12%;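 further: human Keap1 Kelch domain with fluorescein labeled Nrf2 9mer peptide probe; 0% = neutral control wells and 100% = peptide positive control; higher means more block of Keap1 binding to Nrf2 peptide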
* hit, by the source's call; x = not tested or not shown.

SMILES	SR-BI DiI-HDL act	Arrestin-AP2 inh	PKA-R2B activ	DAGLB inh	NSD2 inh	PvdQ acylase	LANA DNA inh	SR-BI DiI inh	RTF Ca sens inh	Keap1-Nrf2 PPI
Cc1ccc(N2C(=O)C3CC(c4ccccc4)=C4C5C=CC(C6C(=O)N(c7ccc(C)cc7)C(=O)C56)C4C3C2=O)cc1 (centres undefined)	-61	2	-10	-1	-3	-3	-1.2	61	-12	2
COc1ccc(NC(=O)CCCn2cc([N+](=O)[O-])cn2)cc1	0	-6	0	-1	1	-10	1.1	0	-10	-5
CC(=O)Nc1ccc(C=NN=C2c3ccccc3-c3ccccc32)cc1	-55	33	-21	4	0	12	7.2	55	3	1
Cc1ccc(CC(=O)Nc2ncc([N+](=O)[O-])s2)cc1	5	6	1	-3	2	-12	1.1	-5	-5	1
CC(=O)Nc1ccc(S(=O)(=O)N2CCN(C(=O)N3CCCC3)CC2)cc1	x	9	-1	0	-1	3	1.8	x	-2	1
N#Cc1ccc(C(=O)NCC(c2ccco2)N2CCCC2)cc1 (centres undefined)	5	-2	-9	-2	x	-15	-0.8	-5	-11	-1
O=C(Nc1ccc([N+](=O)[O-])cc1)c1cncc(Br)c1	-14	-3	-6	-1	4	-11	-2.1	14	-24	0
CC(=O)c1cccc(N(C(=O)c2ccco2)C(C(=O)NC2CCCC2)c2ccccc2F)c1 (centres undefined)	26	3	1	-3	-5	-14	-0.6	-26	-15	-5
O=c1c2[nH]c3ccccc3c2ncn1CCN1CCOCC1	-1	-10	-4	3	-4	-6	1.2	1	0	2
N#CCCn1cc(/C=N/O)c(-c2ccc(-c3ccccc3)cc2)n1	-17	4	-11	-5	0	0	1.4	17	0	-7
CN(CCc1ccccn1)c1ncnc2[nH]ncc12	-3	2	3	0	0	-9	4.0	3	0	5
O=C(CSc1nc2scc(-c3ccccc3)c2c(=O)[nH]1)N1CCOCC1	6	-4	-5	1	-2	3	-0.7	-6	-15	-1
O=S(=O)(NCc1cc(-c2ccccc2)no1)c1ccc(Cl)cc1	7	19	-10	-6	-2	-5	-0.8	-7	0	-2
Cc1ccc(C(=O)N2CCN(S(=O)(=O)N3CCCCCC3)CC2)cc1	x	3	2	1	-2	-28	-0.8	x	-11	-7
CCCCNC(=S)NC(C)(C)CO	26	-6	2	-2	-2	7	1.1	-26	-2	-2
CCOc1ccc2c(c1)c(N=O)c(O)n2C	31	16	8	-3	1	-23	1.1	-31	-7	-1
COc1c(C)c2c(c(O)c1C/C=C(\C)CCC(=O)O)C(=O)OC2	8	21	1	-5	x	18	-0.7	-8	-1	-2
CC(C)CCN1CCN(Cc2cccn2-c2ccccn2)CC1CCO (centres undefined)	0	12	-5	2	2	0	4.9	0	-1	2
N#C/C(=C\c1cc([N+](=O)[O-])c(N2CCCCC2)cc1N1CCCCC1)c1nn(-c2ccccc2)c(N)c1C#N	-37	-9	2	2	x	-7	-0.3	37	-2	2
C=C(C)Cn1c(C)cc(C)c(S(=O)(=O)c2ccc(C)cc2)c1=O	7	7	-1	-6	-6	-8	0.3	-7	-5	1
CCOc1ccc(NC(=O)CN(C)c2ccc(S(=O)(=O)N3CCOCC3)cn2)cc1OCC	-12	0	-4	3	-2	-1	-1.3	12	1	-1
CN(C)c1ccc(/C=N/NC(=O)CNC(=O)c2ccco2)cc1	10	-7	6	1	-3	-8	0.1	-10	-5	-2
S=c1[nH]nc(COc2ccccc2)n1/N=C/c1ccco1	31	-4	4	1	2	-7	-1.3	-31	-9	0
Cc1cc(C(=O)CSc2nnc(-c3ccccc3)n2C)c(C)n1C	7	-5	-5	-2	5	-11	-1.1	-7	1	-1
Cc1ccc(C(=O)/C=C/c2ccc(-c3ccc(C)cc3)o2)cc1	-2	29	-6	7	5	-16	-0.7	2	-6	-16
The results go on:
SMILES	SR-BI DiI-HDL act	Arrestin-AP2 inh	PKA-R2B activ	DAGLB inh	NSD2 inh	PvdQ acylase	LANA DNA inh	SR-BI DiI inh	RTF Ca sens inh	Keap1-Nrf2 PPI
CC(C)CCNC(=O)Cc1csc(-c2ccccc2)n1	-8	3	4	-1	1	-28	-32	8	-5	-2
COc1ccccc1CCNC(=O)C1CCC(=O)N(C2CC2)C1 (centres undefined)	12	-10	-15	1	-1	-15	-0.1	-12	-9	-9
COc1ccc(CNCCC(c2ccc(OC(C)C)cc2)c2ccccc2OC)cc1OC (centres undefined)	-16	-8	2	-1	5	-12	-5.2	16	-1	2
CCOC(=O)N1CCC(NS(=O)(=O)c2cc3c(cc2Cl)NC(=O)CO3)CC1	26	8	-24	1	-3	-8	0.7	-26	3	-6
CC1C/C(=N/N2C(=O)CSC2=S)CC(C)(C)C1 (centres undefined)	31	0	6	-2	-14	-5	1.7	-31	0	-5
CCCc1nc(SCC(=O)Nc2ccc(N3CCOCC3)cc2)c2ccccc2n1	7	-2	-11	-12	x	6	2.1	-7	-23	-2
Clc1ccc(-c2csc(N3CCC(c4ccccc4)C3)n2)cc1 (centres undefined)	-4	1	-1	-13	-3	-9	-1.7	4	0	-7
O=C(NCCCCNC(=O)c1ccc(Cl)s1)c1ccc(Cl)s1	-13	6	-7	-2	0	-9	-0.5	13	-6	1
CC1=C(C(=O)N2CCOCC2)C(c2ccc(OC(F)F)cc2)NC(=S)N1c1ccccc1 (centres undefined)	-4	5	2	1	-1	-17	0.1	4	-4	-3
NC(=O)Cn1c(-c2nonc2N)nc2ccccc21	11	0	-12	1	-2	-9	0.8	-11	-12	1
CC(NC(=O)COC(=O)CNS(=O)(=O)/C=C/c1ccccc1)c1ccccc1 (centres undefined)	2	11	3	1	-1	-14	-3.1	-2	-3	-6
CCCN(CC(=O)Nc1ccccc1C)C(=O)COc1ccc2c(c1)CCC2	x	0	5	0	-6	-6	-0.8	65	-5	3
CCCCNc1c(-c2ccc(OC)c(Sc3ccc(OC)cc3)c2)nc2ccccn12	-59	8	4	0	x	-17	-0.7	59	-8	-7
O=C(Nc1cc(S(=O)(=O)N2CCCCC2)ccc1Cl)c1ccncc1	-3	34	-5	-1	0	-3	3.4	3	1	1
Cc1ccc(C(=O)Nc2ccc(S(=O)(=O)Nc3cnc4ccccc4n3)cc2)cc1	13	6	-4	6	1	-11	0.4	-13	4	-7
Oc1ccccc1N1CCN(CC(O)COC2CCCc3ccccc32)CC1 (centres undefined)	x	19	1	-3	2	10	0.6	x	-2	-1
CC(CNS(=O)(=O)c1ccccc1)(c1ccccc1)N1CCCCC1 (centres undefined)	x	8	-8	-1	-1	-13	-0.5	x	-5	-8
CC(Oc1ccc(Cl)cc1)/C(N)=N/O (centres undefined)	6	10	-9	0	-2	9	-0.6	-6	1	-1
O=C(NCCc1ccccc1)c1cccc(NC(=O)C2CCC2)c1	-12	1	-2	-7	x	-9	0.6	12	-8	-2
CCNC(=S)N(CCN(C)C)Cc1cc2cc3c(cc2[nH]c1=O)OCO3	-13	3	0	-2	x	-12	0.6	13	-3	0
Nc1nc(CSc2ccccc2)nc(N2CCCCC2)n1	-12	26	-12	-5	3	16	0.1	12	-4	2
Nn1c(=O)c2ccccc2n2c(SCc3ccc(C(F)(F)F)cc3)nnc12	17	-11	-14	0	x	-10	2.8	-17	-10	4
O=C(O)Cc1sc(Nc2ccccc2)nc1-c1ccc(Cl)cc1	-17	0	-5	8	3	3	-0.9	17	-3	0
Cc1cc(OCC(=O)NC2CCN(C)CC2)ccc1[N+](=O)[O-]	27	-10	-2	0	11	-12	-0.8	-27	1	-1
O=C(CSc1nnc(Cn2nnc3ccccc32)o1)Nc1ccc(Cl)cc1	13	20	-10	-1	-4	7	-0.9	-13	-2	-2
CC(Sc1nc(N)c2c3c(sc2n1)CSC(C)(C)C3)C(=O)Nc1ccccc1 (centres undefined)	-13	2	-10	-4	-5	-22	-0.7	13	-12	-7
CCCN1CCC(NC(=O)C2CC=CCC2C(=O)O)CC1 (centres undefined)	22	3	-4	1	-2	-16	0.0	-22	-1	-5

In the list so far, these have a halogen.
SMILES	SR-BI DiI-HDL act	Arrestin-AP2 inh	PKA-R2B activ	DAGLB inh	NSD2 inh	PvdQ acylase	LANA DNA inh	SR-BI DiI inh	RTF Ca sens inh	Keap1-Nrf2 PPI
O=C(Nc1ccc([N+](=O)[O-])cc1)c1cncc(Br)c1	-14	-3	-6	-1	4	-11	-2.1	14	-24	0
CC(=O)c1cccc(N(C(=O)c2ccco2)C(C(=O)NC2CCCC2)c2ccccc2F)c1 (centres undefined)	26	3	1	-3	-5	-14	-0.6	-26	-15	-5
O=S(=O)(NCc1cc(-c2ccccc2)no1)c1ccc(Cl)cc1	7	19	-10	-6	-2	-5	-0.8	-7	0	-2
CCOC(=O)N1CCC(NS(=O)(=O)c2cc3c(cc2Cl)NC(=O)CO3)CC1	26	8	-24	1	-3	-8	0.7	-26	3	-6
Clc1ccc(-c2csc(N3CCC(c4ccccc4)C3)n2)cc1 (centres undefined)	-4	1	-1	-13	-3	-9	-1.7	4	0	-7
O=C(NCCCCNC(=O)c1ccc(Cl)s1)c1ccc(Cl)s1	-13	6	-7	-2	0	-9	-0.5	13	-6	1
CC1=C(C(=O)N2CCOCC2)C(c2ccc(OC(F)F)cc2)NC(=S)N1c1ccccc1 (centres undefined)	-4	5	2	1	-1	-17	0.1	4	-4	-3
O=C(Nc1cc(S(=O)(=O)N2CCCCC2)ccc1Cl)c1ccncc1	-3	34	-5	-1	0	-3	3.4	3	1	1
CC(Oc1ccc(Cl)cc1)/C(N)=N/O (centres undefined)	6	10	-9	0	-2	9	-0.6	-6	1	-1
Nn1c(=O)c2ccccc2n2c(SCc3ccc(C(F)(F)F)cc3)nnc12	17	-11	-14	0	x	-10	2.8	-17	-10	4
O=C(O)Cc1sc(Nc2ccccc2)nc1-c1ccc(Cl)cc1	-17	0	-5	8	3	3	-0.9	17	-3	0
O=C(CSc1nnc(Cn2nnc3ccccc32)o1)Nc1ccc(Cl)cc1	13	20	-10	-1	-4	7	-0.9	-13	-2	-2

One compound at a time (already shown). Order of values: SR-BI DiI-HDL act | Arrestin-AP2 inh | PKA-R2B activ | DAGLB inh | NSD2 inh | PvdQ acylase | LANA DNA inh | SR-BI DiI inh | RTF Ca sens inh | Keap1-Nrf2 PPI
Clc1ccc(-c2csc(N3CCC(c4ccccc4)C3)n2)cc1 (centres undefined) across the screens: -4 | 1 | -1 | -13 | -3 | -9 | -1.7 | 4 | 0 | -7
CCNC(=S)N(CCN(C)C)Cc1cc2cc3c(cc2[nH]c1=O)OCO3 across the screens: -13 | 3 | 0 | -2 | x | -12 | 0.6 | 13 | -3 | 0
